Assay outcomes: PubChem BioAssay, National Center for Advancing Translational Sciences (NCATS)
MBNL1 CUG block: qHTS Assay for Inhibitors of MBNL1-poly(CUG) RNA binding | Muscleblind-like protein 1 (Homo sapiens), Q9NR56 | TR-FRET MBNL1-His/biotin-(CUG)12 binding, 665/545 ratio | Potency, µM (top dose mostly 57.5 µM), for the others: at the top dose activity change, negative = inhibition, actives largely listed as inhibitors | hit rate 0.036% among 280,000; active means well fitted inhibition curve with a large enough effect in the signal ratio, with a control signal flat, not every such curve was filed as active; inconclusive means small, poorly fitted or top-dose-only effect, or effect the other way, or a change in a side signal; inactive means no such curve, though single readings can be large or run the other way; the % refers to the signal ratio; further: potency means the concentration at half of the fitted maximal effect; on the % scale 0 is the no-effect control and ±100 the full control effect
Target sequence (Q9NR56 whole entry, looked up): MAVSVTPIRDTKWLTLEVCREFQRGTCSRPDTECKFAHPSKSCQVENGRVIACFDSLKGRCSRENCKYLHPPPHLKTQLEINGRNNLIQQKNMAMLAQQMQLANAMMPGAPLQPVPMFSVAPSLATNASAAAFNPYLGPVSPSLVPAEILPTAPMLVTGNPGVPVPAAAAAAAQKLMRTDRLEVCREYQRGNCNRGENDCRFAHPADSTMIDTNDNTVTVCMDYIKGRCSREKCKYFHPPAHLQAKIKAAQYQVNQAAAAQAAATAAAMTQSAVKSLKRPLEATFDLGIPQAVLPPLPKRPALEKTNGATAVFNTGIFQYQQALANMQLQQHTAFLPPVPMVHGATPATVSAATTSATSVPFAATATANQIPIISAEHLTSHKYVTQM
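His-tagged MBNL1 binding to biotinylated (CUG)12 RNA was measured by TR-FRET using terbium anti-His antibody (0.055 ng/ul final) and streptavidin-XL665 (5 nM final). Compounds were titrated 92 nM to 58 uM; 60 min at room temperature.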
KCNH2 3.1 inh: qHTS for Inhibitors of KCHN2 3.1: Mutant qHTS; AID 720553, 2013; activity change, % (tested at about 1.8 µM); Potassium voltage-gated channel subfamily H member 2, brain isoform KCNH2 3.1 (human); U2OS KCNH2 3.1, thallium flux FluxOr; hits give low values; hit rate 0.95% among 340,000;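 active means maximum activity change below -70%; inconclusive means maximum activity change from -70% to -50%; inactive means maximum activity change above -50%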;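 further: thallium influx rate constant from kinetic fluorescence after stimulation buffer; on the % scale 0 is the no-effect control and ±100 the full control effect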
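Thallium flux via FluxOr fluorescence (Red40 quencher, 45 min loading) in U2OS cells virally expressing the KCNH2 3.1 isoform (1.77 x 10^8 /mL virus, overnight at 37 C). Rate constants from 2-min kinetic reads post-stimulation, normalised to positive and negative controls.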
Gal4-VP16 FLuc: VP16 counterscreen qHTS for inhibitors of ROR gamma transcriptional activity; Drosophila S2 Gal4-VP16 UAS-luciferase, luminescence, 20 h; AID 2546, 2010; hit rate 3.5% among 310,000; Potency, µM (highest dose often 53.6 µM), without a hit: top-dose activity, negative = inhibition, hits mostly inhibitors;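 further: Gal4-VP16 expression switched on by copper sulfate through the metallothionein promoter; potency means the concentration at half of the fitted maximal effect; on the % scale 0 is the no-effect control and ±100 the full control effect; nearly all actives have a fitted effect of over 50% in size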
Menin-MLL TR inh: qHTS Assay for Inhibitors Targeting the Menin-MLL Interaction in MLL Related Leukemias: Competition With Texas Red Labeled MLL-derived Mutant Peptide; O00255; Menin + Texas Red MLL mutant peptide, fluorescence polarization; Potency, µM (doses to about 61.6 µM), without a hit: at the highest dose FP activity change, negative = inhibition, most hits filed as inhibitors; hit rate 0.23% among 270,000; active means well fitted inhibition curve with a large enough effect in the polarisation, with a control signal flat, not every such curve was filed as active; inconclusive means small, poorly fitted or top-dose-only effect, or effect the other way, or a change in a side signal; inactive means no such curve, though single readings can be large or run the other way; the % refers to the polarisation; further: potency means the concentration at half of the fitted maximal effect; % of control where 0% means no effect; many of its hits are not listed in these tables
Target sequence (O00255 whole entry, looked up): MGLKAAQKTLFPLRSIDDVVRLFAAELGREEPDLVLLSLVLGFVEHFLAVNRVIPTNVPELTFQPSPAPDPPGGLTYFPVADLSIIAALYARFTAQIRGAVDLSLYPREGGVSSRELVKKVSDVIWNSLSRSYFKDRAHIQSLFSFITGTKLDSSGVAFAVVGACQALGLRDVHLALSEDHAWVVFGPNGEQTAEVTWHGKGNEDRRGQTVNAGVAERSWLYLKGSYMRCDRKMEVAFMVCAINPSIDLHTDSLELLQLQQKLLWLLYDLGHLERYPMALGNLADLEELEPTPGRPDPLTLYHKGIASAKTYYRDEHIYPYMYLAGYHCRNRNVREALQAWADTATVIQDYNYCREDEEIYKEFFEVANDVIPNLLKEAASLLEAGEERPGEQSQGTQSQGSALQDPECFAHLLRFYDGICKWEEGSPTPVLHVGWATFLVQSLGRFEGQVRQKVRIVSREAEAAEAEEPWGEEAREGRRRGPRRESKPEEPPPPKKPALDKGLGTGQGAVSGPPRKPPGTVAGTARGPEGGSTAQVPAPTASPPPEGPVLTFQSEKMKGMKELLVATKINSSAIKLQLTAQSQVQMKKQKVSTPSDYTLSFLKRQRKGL
ELG1 repair inh: qHTS screen for small molecules that inhibit ELG1-dependent DNA repair in human embryonic kidney (HEK293T) cells expressing luciferase-tagged ELG1; HEK293T ELG1-luciferase reporter, luminescence, 16 h; DNA damage induced by 5-fluorouridine; Potency, µM (highest dose often 46.1 µM), for the others: top-dose activity change, negative = inhibition, actives largely listed as inhibitors; hit rate 2.3% among 330,000; further: potency means the concentration at half of the fitted maximal effect; on the % scale 0 is the no-effect control and ±100 the full control effect; nearly all actives have a fitted effect of over 55% in size
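Overnight (16 hr) co-exposure of 2,000 cells/well to 5-fluorouridine and compound at 37 °C preceded detection. Luciferase was quantified via ONE-Glo luminescence; loss of signal denotes inhibition.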
NPC1 promoter act: qHTS Assay for NPC1 Promoter Activators. hit rate 2.4% among 320,000. AID 485313, 2010. Potency, µM (series often up to 9.22 µM), for inactives: at the top dose activation, actives largely listed as activators. Huh7 NPC1 promoter luciferase reporter, 24 h;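 further: potency means the concentration at half of the fitted maximal effect; % of control where 0% means no effect; nearly all actives have a fitted effect of over 60% in size; reporter is driven by a mutant NPC1 promoter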
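Stable NPC1-promoter luciferase Huh7 line; cpd (DMSO) 24 h, 37 °C, 5% CO2; Amplite luciferase reagent 10 min RT; luminescence readout. qHTS format.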
FLuc counter: qHTS profiling assay for firefly luciferase inhibitor/activator using purifed enzyme and Km concentrations of substrates (counterscreen for miR-21 project) | Potency, µM (highest dose often 57.5 µM), without a hit: top-dose activity change, negative = inhibition, hits mostly inhibitors | purified FLuc, Km substrates, luminescence inhibition | hit rate 6.9% among 360,000;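 further: potency means the concentration at half of the fitted maximal effect; plate controls were vehicle for no effect and reference inhibitor for full effect; nearly all actives have a fitted effect of over 55% in size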
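Purified P. pyralis luciferase, 10 nM final, with Km-level 10 uM D-luciferin and 10 uM ATP in 50 mM Tris acetate pH 7.5, 10 mM Mg acetate, 0.01% Tween-20, 0.05% BSA; 6-point qHTS titration about 60 µM downward; luminescence read.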
Rab9 prom act: qHTS Assay for Rab9 Promoter Activators; Huh7 Rab9 promoter-luciferase reporter, luminescence, 24 h; Potency, µM (doses to about 9.22 µM), for inactives: at the top dose activation, negative = inhibition, hits mostly activators; hit rate 2.8% among 320,000; AID 485297, 2010; further: potency means the concentration at half of the fitted maximal effect; % of control where 0% means no effect; nearly all actives have a fitted effect of over 60% in size
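Cell-based reporter: Huh7 stable for Rab9 promoter-driven luciferase, plated in reduced-serum medium with 10% FBS at 1500 cells/well, compound-treated 24 h at 37 °C, luminescence read after 10 min reagent.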
RORg inh: qHTS for inhibitors of ROR gamma transcriptional activity; Drosophila S2 Gal4-RORgamma UAS-luciferase reporter, 20 h; AID 2551, 2010; hit rate 5.4% among 310,000; Potency, µM (series often up to 53.6 µM), for the others: at the top dose activity change, negative = inhibition, usual class: inhibitors; Nuclear receptor ROR-gamma (Mus musculus), P51450; further: potency means the concentration at half of the fitted maximal effect; on the % scale 0 is the no-effect control and ±100 the full control effect; nearly all actives have a fitted effect of over 60% in size
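Compounds are pin-transferred onto Drosophila Schneider cells expressing a copper-inducible Gal4–ROR gamma transactivation domain fusion. After 1 hr, copper sulfate is added to 700 uM final; luciferase is read 20 hr later.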
PKM2 act: qHTS Assay for Activators of Human Muscle isoform 2 Pyruvate Kinase. Pyruvate kinase PKM (Homo sapiens), P14618. purified PKM2, Kinase-Glo ATP luminescence, activation; response scale: 0% is enzyme alone, no compound. Potency, µM (titrated, usually from 57.5 µM), inactives show at the top dose activation, usual class: activators. hit rate 0.34% among 260,000. AID 1631, 2009; further: potency means the concentration at half of the fitted maximal effect; on the % scale 0 is the no-effect control and ±100 the full control effect; nearly all actives have a fitted effect of over 55% in size
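Kinase-Glo luminescence reports ATP generated from ADP (0.1 mM) and PEP (0.5 mM) by purified hPK-M2 after 1 h at room temperature, pH 7.2 imidazole buffer; intermediate enzyme activity allows detecting inhibitors and activators.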
Mito fusion act: qHTS Assay for Small Molecule Inhibitors of Mitochondrial Division or Activators of Mitochondrial Fusion; S. cerevisiae fusion-defective mutant growth rescue, CellTiterGlo 48 h; Potency, µM (titrated, usually from 46.1 µM), without a hit: at the top dose growth rescue (activation), actives largely listed as activators; hit rate 0.23% among 320,000;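 further: potency means the concentration at half of the fitted maximal effect; % of control where 0% means no effect; nearly all actives have a fitted effect of over 45% in size; temperature-sensitive fusion mutants such as fzo1-1 at 37 °C on non-fermentable ethanol glycerol medium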
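Read-out: ATP-based luminescence (CellTiterGlo, 10 min ambient) reporting growth of fusion-defective ts yeast after 48 hours at 37C on glycerol/ethanol YPEG medium in the presence of compound.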
The depositor's hits bear a star; u = inconclusive; x = not tested or not shown; [ ] = dose if it differs, or a comment. Unless noted, the call rests on the fitted dose curve; in most records, active means well fitted curve in the direction sought with a large enough effect; inconclusive means small, poorly fitted or top-dose-only effect, or another doubt; inactive means no such curve, though single readings can be large; an effect the other way counts as inactive or inconclusive. An excerpt; count on the stated rates, not on these rows.

SMILES	MBNL1 CUG block	KCNH2 3.1 inh	Gal4-VP16 FLuc	Menin-MLL TR inh	ELG1 repair inh	NPC1 promoter act	FLuc counter	Rab9 prom act	RORg inh	PKM2 act	Mito fusion act
CCCCN(C(=O)Cc1ccc2c(c1)OCCO2)c1c(N)n(CC(C)C)c(=O)[nH]c1=O	x	-3	x	x	u	-1%	-1%	0%	x	x	-9%
CCOc1ncccc1C(=O)Nc1ccccc1F	x	1	-2%	x	20%	1%	-3%	2%	-18%	17%	1%
COc1cc(C2CC(c3cccnc3)=NN2c2ccc(F)cc2)cc(OC)c1OC (stereo unspecified)	-4%	-5	u	-12%	15%	-3%	-6%	-4%	-3%	9%	0%
CC1Cc2nc(SCC(=O)c3ccccc3)n(Cc3ccccc3)c(=O)c2S1 (stereo unspecified)	u	-8	-18%	2%	5%	7%	-20%	5%	56%	0%	20%
NS(=O)(=O)c1ccc(NC(=O)COC(=O)COc2ccc(Br)cc2)cc1	-11%	16	-1%	x	-8%	-5%	-1%	-5%	-1%	-1%	2%
CCc1cc(-c2nc(N)ncc2-c2ccc(Br)cc2)c(O)cc1OC	0%	16	-21%	x	u	-1%	0%	-7%	34%	-7%	u
CC1CCN(C(=O)C2CCCCN2S(=O)(=O)c2cccc([N+](=O)[O-])c2)CC1 (stereo unspecified)	u	-1	-11%	-6%	4%	1%	-1%	-1%	-14%	-4%	3%
COc1ccc(OCC(=O)Nc2cc(S(=O)(=O)N3CCCC3)ccc2Cl)cc1	x	-8	x	x	-5%	-4%	0%	-6%	x	x	-3%
CCOc1ccccc1/C=C/c1onc(C)c1S(=O)(=O)N1CCC(C(=O)N2CCCCCC2)CC1	1%	3	-11%	x	2.9µM*	0%	2%	-12%	-33%	x	-19%
CC(=O)c1c(N2CCN(Cc3ccccc3)CC2)[nH]c(-c2ccccc2)nc1=S	3%	3	u	-1%	6%	-2%	1%	1%	14µM*	9%	-1%
CCSc1nnc(-c2ccc(C)cc2)c2ccccc12	26%	1	-12%	0%	-1%	-1%	-4%	-4%	-6%	-7%	u
Cc1onc(-c2c(Cl)cccc2Cl)c1C(=O)N/N=C(\N)COc1ccc(Cl)cc1	-2%	-5	0.5µM*	u	u	-11%	5%	-13%	0.45µM*	11%	-1%
Cc1nn(CC(=O)N2CCN(Cc3ccccc3)CC2)c(=O)c2ccccc12	3%	-6	3%	1%	2%	-2%	-1%	1%	12%	-4%	6%
COc1cc2c(cc1OC)CN(C(=S)Nc1ccccc1)CC2	-18%	12	-9%	u	-14%	0%	1%	-4%	11µM*	-2%	-12%
NC(=O)c1ccsc1NC(=O)COC(=O)CCOc1ccccc1	-9%	-10	-3%	x	-1%	6%	-9%	-3%	40%	-3%	-7%
CCOC(=O)N/N=C(/c1ccccc1)C1CCCCC1	1%	-1	-1%	-5%	-7%	1%	-2%	1%	6%	-3%	1%
CC(C)N1CC(C(=O)Nc2ccc(S(=O)(=O)N3CCCCC3)cc2)CC1=O (stereo unspecified)	-6%	-7	-3%	-18%	-17%	-1%	7%	4%	3%	1%	-2%
CCOC(=O)CC(=O)CSc1nc2c(cc1C#N)CCCCCC2	30%	-13	5%	-11%	u	2%	u	-4%	1%[10 µM]	-2%	4%
C/C(=N/NC(=O)c1sc(NS(=O)(=O)c2ccccc2)nc1C)c1ccc(F)cc1	-5%	2	-27%	29%	10%	-4%	u	-4%	-17%	-1%	-5%
Cc1csc(NC(=O)CSc2nnc(C)n2Cc2ccco2)n1	-11%	3	-2%	-17%	-17%	-4%	0%	0%	8%	-4%	-5%
CC(=O)NNc1nc(-c2ccccc2)cs1	-2%	-5	-6%[10 µM]	u	-6%	0%	-3%	-7%	2%	-7%	20%
COc1ccc(C2C(C(=O)N3CCCCC3)CCC(=O)N2c2cc(OC)c(OC)c(OC)c2)cc1 (stereo unspecified)	-14%	0	-8%	-6%	24%	-2%	1%	3%	-48%	-5%	1%
O=C(CN1C(=O)NC2(CCCC2)C1=O)Nc1cccc(Cl)c1	-1%	-5	20%	-2%	-4%	-1%	2%	2%	28%	-1%	-4%
CN(C)c1ccc(-c2noc(C3CCN(S(=O)(=O)c4cccc(Cl)c4)CC3)n2)cc1	0%	-12	-28%	-26%	u	-1%	13%	-2%	0%	0%	-1%
CCN1CCN(c2ccc(S(=O)(=O)N3CCCCC3)cc2NC(=O)c2cccc(Cl)c2)CC1	x	-9	x	x	0%	3%	-1%	-5%	x	x	-3%
CC(C)(C)NCC(O)COCc1ccc(Cl)cc1 (stereo unspecified)	-3%	-1	-2%	1%	-5%	-5%	-1%	-6%	10%	-1%	-4%
Cc1ncc2c(n1)-c1cc(F)ccc1SC2	-1%	2	6%	-17%	4%	0%	-4%	1%	2%	x	5%
OC(C#CCCN1CCCCC1)(c1ccccc1)C1CCCCC1 (stereo unspecified)	x	1	2%	x	-4%	3%	-2%	-4%	-14%	0%	-4%
COC(=O)c1ccc(NC(=O)Nc2ccc3c(c2)OCO3)cc1	-5%	9	23%	u	u	u	6.7µM*	u	13%	0%	2%
O=S1(=O)CCC(NC(=S)Nc2ccc3ccccc3c2)C1 (stereo unspecified)	-5%	-10	u	x	u	26%	u	u	7%	-7%	-1%
CCOc1ccc(C(=O)NC2CCN(S(=O)(=O)c3ccccc3)CC2)cc1	3%	18	0%	16%	-24%	0%	-2%	0%	-2%	-1%	2%
O=C(CCn1nc(-c2ccc(Cl)cc2)c2ccccc2c1=O)NCC1CCCO1 (stereo unspecified)	1%	-21	-11%	-3%	u	5%	0%	-4%	18%	-16%	2%
Cc1cc(C(=O)CSc2nnc(NCc3ccccc3)s2)c(C)n1C	-6%	9	-10%	-29%	-35%	-16%	u	-7%	13%	-2%	-2%
O=C(Nc1nccs1)c1ccc(COc2ccccc2Cl)o1	12%	-6	u	u	1%	6%	u	2%	u	5%	20%
Cc1cc2n(n1)C(c1ccco1)Nc1ccccc1-2 (stereo unspecified)	6%	-9	-1%	5%	6%	-6%	0%	1%	-5%	2%	-1%
CC(C)(C)c1csc(NC(=O)c2ccccc2O)n1	2%	-11	2.5µM*	61%[activator]	u	u	0.54µM*	u	u	-6%	-14%
O=C(Nc1ccc(F)cc1)NC1(C(=O)NCc2ccc3c(c2)OCO3)CCCCC1	-2%	6	1%	8%	-27%	1%	1%	-3%	30%	-11%	-4%
CCCCn1nnc(N(C(=O)c2cccs2)C(=O)c2cccs2)n1	-4%	-6	20%	14%	u	19%	u	u	38%	1%	2%
OCCN(CC(O)Cn1ccc2ccccc21)CC(O)Cn1ccc2ccccc21 (stereo unspecified)	-8%	-13	-11%	u	-12%	6%	5%	-3%	30%	-7%	0%
COc1ccc(CCNC(=O)c2ccc(Cl)cc2Cl)cc1OC	-2%	2	1%	-3%	-15%	-2%	-11%	-2%	2%	-2%	6%
CC(C)(C)C(=O)O/N=C(\N)Cc1ccc(-c2csnn2)cc1	-2%	-13	u	x	26%	-4%	-1%	1%	-28%	-2%	0%
N#Cc1c(C(F)(F)F)cc(-c2ccco2)nc1SCc1ccncc1	9%	3	0%	19%	u	15%	-2%	-1%	-42%	2%	1%
Cc1cccc(C)c1NC(=O)CSc1nc2[nH]c(=O)cc(O)c2s1	x	-3	x	x	15%	0%	2%	1%	x	x	-3%
Cc1ccc(/C(O)=C2\C(=O)C(=O)N(CC(C)O)C2c2cccc(F)c2)cc1 (stereo unspecified)	3%	-4	-1%	1%	4%	-1%	-1%	-6%	-38%	-7%	-4%
COc1ccccc1-c1nc(-c2cccc(C)c2)no1	-1%	-36	22µM*	29%	u	0.32µM*	1.2µM*	0.11µM*	u	-22%	4%
